# From PubChem
# D1 agonist – Allosteric Agonists of the Human D1 Dopamine Receptor: qHTS; D(1A) dopamine receptor (Homo sapiens), P21728; HEK293 T-REx D1 cells, calcium flux, agonist mode; activation, % at 2 µM; 1% of 360,000 active; AID 504660, 2011; further: 0% is about no effect
#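 Inducible HEK293 T-REx D1 cells, force-coupled to calcium signalling, were plated at 4000 cells/well with tetracycline and held overnight at 30 C. After no-wash calcium dye loading, compound-evoked calcium rise over 180 s flagged agonists.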
# D2 PAM – HTS Assay for Positive Allosteric Modulators of the Human D2 Dopamine Receptor: Primary Screen for Potentiators | D(2) dopamine receptor (Homo sapiens), P14416 | HEK293 T-REx D2, calcium flux, EC20 dopamine potentiation | potentiation, % at 10 µM | 0.34% of 340,000 active | AID 485347, 2010;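 active means potentiation over 3 SD above the plate norm, cut at about 30% in these data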; further: 0% is about no effect
# Target sequence (P14416 whole entry, looked up): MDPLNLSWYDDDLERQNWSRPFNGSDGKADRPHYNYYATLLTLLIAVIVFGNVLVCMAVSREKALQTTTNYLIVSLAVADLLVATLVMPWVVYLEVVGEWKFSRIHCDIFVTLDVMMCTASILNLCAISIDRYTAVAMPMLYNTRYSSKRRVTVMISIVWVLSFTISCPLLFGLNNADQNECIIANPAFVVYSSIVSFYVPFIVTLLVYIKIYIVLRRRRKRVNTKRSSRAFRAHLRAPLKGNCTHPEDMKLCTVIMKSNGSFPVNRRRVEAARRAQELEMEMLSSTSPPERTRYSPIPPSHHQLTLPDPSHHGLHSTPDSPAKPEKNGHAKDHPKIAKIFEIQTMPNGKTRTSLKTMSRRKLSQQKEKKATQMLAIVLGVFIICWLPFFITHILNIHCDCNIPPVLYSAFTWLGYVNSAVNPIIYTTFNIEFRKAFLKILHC
#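 Tetracycline-induced Hek293 Trex D2 cells, force-coupled to calcium, loaded with no-wash calcium dye. Compound added with 180 s kinetic read for agonism, then EC20 dopamine and a further 180 s read for potentiation.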
# D1 antag – Antagonist of Human D 1 Dopamine Receptor: qHTS; D(1A) dopamine receptor (Homo sapiens), P21728; 3.2% of 360,000 active; HEK293 TREx D1 cells, calcium flux, dopamine EC80; stronger effect = lower value; activity change, negative = inhibition, % at 10 µM; in the data active means activity change below about -30%; further: on the % scale 0 is the no-effect control and ±100 the full control effect
#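 Inducible Hek293 Trex D1 cells (tetracycline, overnight, 30 C). Calcium dye 30–90 min RT. Antagonist mode: EC80 dopamine added after 180 s compound read.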
# TRHR agonist – qHTS for Small Molecule Agonists and Allosteric Enhancers of Human TRH Receptor: Primary Screen for Agonists; TRHR cells, calcium flux fluo-8, FDSS agonist mode; activation, % at 2 µM; Thyrotropin-releasing hormone receptor (Homo sapiens), P34981; 0.18% of 360,000 active; AID 493084, 2011; further: 0% is about no effect
# Target sequence (P34981 whole entry, looked up): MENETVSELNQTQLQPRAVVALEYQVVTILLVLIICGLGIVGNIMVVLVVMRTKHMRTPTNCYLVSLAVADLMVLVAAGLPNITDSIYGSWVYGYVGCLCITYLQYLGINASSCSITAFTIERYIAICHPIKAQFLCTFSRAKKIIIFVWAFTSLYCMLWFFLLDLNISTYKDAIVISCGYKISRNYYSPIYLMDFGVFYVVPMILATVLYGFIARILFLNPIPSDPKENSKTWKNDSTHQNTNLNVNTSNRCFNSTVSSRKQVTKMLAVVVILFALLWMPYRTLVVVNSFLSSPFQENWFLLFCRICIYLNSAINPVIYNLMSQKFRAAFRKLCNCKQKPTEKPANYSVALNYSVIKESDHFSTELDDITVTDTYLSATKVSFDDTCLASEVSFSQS
#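 Fluo-8-loaded TRHR cells; 10 s baseline, compound added, kinetic Ca2+ fluorescence read 1/s, agonist mode.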
# RXFP1 antag – qHTS Assay for Antagonists of the Relaxin Receptor RXFP1. AID 1259400, 2018. HEK293-RXFP1, relaxin-stimulated cAMP HTRF, 30 min; stronger effect = lower value. 0.59% of 350,000 active. activity change, negative = inhibition, % at 57.5 µM;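 active means activity change of -60% or lower, but not beyond a set lower limit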; further: on the % scale 0 is the no-effect control and ±100 the full control effect
# TRHR enhancer – qHTS for Small Molecule Agonists and Allosteric Enhancers of Human TRH Receptor: Primary Screen for Enhancers | TRHR cells, fluo-8 calcium fluorescence, EC20 TRH enhancement | enhancement, % at 2 µM | 0.66% of 360,000 active | AID 493056, 2011; in the data active means enhancement above about 30%; further: 0% is about no effect
#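 Enhancer read-out: after compound pinning and an initial kinetic agonist-mode read, an EC20 of TRH (10 nM final) was injected and fluo-8 calcium signal (Ex 480/Em 530) followed at 1 s/cycle for 100 cycles in TRHR-expressing cells.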
# D2 ag – HTS Assay for Allosteric Agonists of the Human D2 Dopamine Receptor: Primary Screen for Agonists | HEK293 T-REx D2 cells, calcium flux agonist mode | activation, % at 2 µM | 0.53% of 340,000 active;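 active means activation over 3 SD above normal in the single-dose calcium agonist read, cut at about 30% in these data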; further: 0% is about no effect
#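 Tetracycline-induced HEK293 T-REx cells with force-coupled D2 receptor, plated overnight at 30 C, loaded with no-wash calcium dye. After a 10 s baseline, compound was pin-added and calcium flux read kinetically for 180 s; calcium rises flagged agonists.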
# D2 antag – HTS Assay for Allosteric Antagonists of the Human D2 Dopamine Receptor: Primary Screen for Antagonists; D(2) dopamine receptor (Homo sapiens), P14416; HEK293 TREx D2 cells, calcium flux, dopamine EC80; inhibition, % at 10 µM; 2% of 340,000 active; AID 485344, 2010; in the data active means inhibition above about 30%; further: 0% is about no effect
#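 Inhibition of EC80 dopamine-driven calcium flux, recorded kinetically, defines activity here; cells are a tetracycline-induced HEK293 T-REx line expressing force-coupled D2.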
# D1 potentiator – Potentiators of Human D1 Dopamine Receptor: qHTS; HEK293 TREx D1 cells, calcium flux, dopamine EC20 potentiation; potentiation, % at 10 µM; 0.036% of 360,000 active; in the data active means potentiation above about 30%; further: 0% is about no effect
# * marks the source's active call; other numbers are inactive results; x = not tested or not shown. Unless noted, no stated cut-off is given here; in the data, active means activation above about 30%; inactive means the rest.
1) CC1CCN(S(=O)(=O)c2ccc3ncn(CC(=O)N(C)Cc4ccccc4)c(=O)c3c2)CC1
2) Cc1cc[n+](C(C)C(=O)c2ccc(Cl)cc2)cc1 (stereo unspecified)
3) CCN1C(=O)[C@H]2[C@@H](c3ccc(-c4ccc(OC)cc4)cc3)N[C@@](Cc3ccccc3)(C(=O)OC)[C@H]2C1=O
4) CCOc1ccc(/C=N/NC(=O)c2cc(-c3ccccc3)nc3ccccc23)cc1O
5) Cc1ccc(C(=O)NCCN2CCOCC2)c(Cl)c1
6) CN(C(=O)c1ccc2c(c1)OCO2)C1CCS(=O)(=O)C1 (stereo unspecified)
7) O=C(COc1ccccc1Cl)NNC(=O)c1ccc2c(=O)n3c(nc2c1)CCC3
8) CCOc1cc(NC(=O)c2ccccn2)c(OCC)cc1NC(=O)c1ccc(C)cc1
9) COc1ccccc1N1CCN(C(=O)CCc2nnc3ccc(N4CCC(C)CC4)nn23)CC1
10) CNC(=O)/C(=C/c1ccc2c(c1)OCO2)NC(=O)c1ccc(Br)cc1
assay / compound	1	2	3	4	5	6	7	8	9	10
D1 agonist	1	0	14	1	1	0	1	2	5	0
D2 PAM	-3	-8	13	x	5	-1	5	-12	6	1
D1 antag	-10	-5	4	4	-6	-12	-1	-1	23	-8
TRHR agonist	0.0	1.2	3.0	-0.1	-0.2	0.0	0.2	-0.3	0.0	-0.9
RXFP1 antag	5	13	x	11	x	-4	-1	-2	-24	1
TRHR enhancer	-11	1	1	-7	1	-9	0	8	-4	2
D2 ag	0.3	-0.4	0.9	x	0.1	-0.2	-0.2	0.1	0.3	0.9
D2 antag	7	19	-2	x	-2	6	-17	-8	-9	-15
D1 potentiator	5	-1	2	-3	-2	0	-11	-1	0	-3

# Reformatted with two lines to a compound: entries from further up
# Every second line gives: D1 agonist | D2 PAM | D1 antag | TRHR agonist | RXFP1 antag | TRHR enhancer | D2 ag | D2 antag | D1 potentiator
2. Cc1cc[n+](C(C)C(=O)c2ccc(Cl)cc2)cc1 (stereo unspecified)
    0 | -8 | -5 | 1.2 | 13 | 1 | -0.4 | 19 | -1
3. CCN1C(=O)[C@H]2[C@@H](c3ccc(-c4ccc(OC)cc4)cc3)N[C@@](Cc3ccccc3)(C(=O)OC)[C@H]2C1=O
    14 | 13 | 4 | 3.0 | x | 1 | 0.9 | -2 | 2
4. CCOc1ccc(/C=N/NC(=O)c2cc(-c3ccccc3)nc3ccccc23)cc1O
    1 | x | 4 | -0.1 | 11 | -7 | x | x | -3
5. Cc1ccc(C(=O)NCCN2CCOCC2)c(Cl)c1
    1 | 5 | -6 | -0.2 | x | 1 | 0.1 | -2 | -2
6. CN(C(=O)c1ccc2c(c1)OCO2)C1CCS(=O)(=O)C1 (stereo unspecified)
    0 | -1 | -12 | 0.0 | -4 | -9 | -0.2 | 6 | 0
7. O=C(COc1ccccc1Cl)NNC(=O)c1ccc2c(=O)n3c(nc2c1)CCC3
    1 | 5 | -1 | 0.2 | -1 | 0 | -0.2 | -17 | -11
8. CCOc1cc(NC(=O)c2ccccn2)c(OCC)cc1NC(=O)c1ccc(C)cc1
    2 | -12 | -1 | -0.3 | -2 | 8 | 0.1 | -8 | -1
9. COc1ccccc1N1CCN(C(=O)CCc2nnc3ccc(N4CCC(C)CC4)nn23)CC1
    5 | 6 | 23 | 0.0 | -24 | -4 | 0.3 | -9 | 0
10. CNC(=O)/C(=C/c1ccc2c(c1)OCO2)NC(=O)c1ccc(Br)cc1
    0 | 1 | -8 | -0.9 | 1 | 2 | 0.9 | -15 | -3

# The list continues.
11) O=[N+]([O-])c1cc(C(F)(F)F)ccc1NCCc1ccncc1
12) Cc1ccc(-c2ccc(CCC(=O)O)n2NC(=O)c2ccc([N+](=O)[O-])cc2)cc1
13) CC(=O)c1c(C)oc2ccc(NS(=O)(=O)c3ccc(O)c(C(=O)O)c3)cc12
14) Cc1ccc(N2C(=O)N(CC(=O)Nc3ccc(C)cc3[N+](=O)[O-])C(=O)C2C)cc1 (stereo unspecified)
15) O=C1c2cccc3c([N+](=O)[O-])c(O)cc(c23)C(=O)N1Nc1ccccc1
16) Nc1nc(Nc2ccccc2)sc1C(=O)c1ccccc1
17) CN(CCN1CCOCC1)C(=O)CC1C(=O)NCCN1Cc1ccccc1C(F)(F)F (stereo unspecified)
18) O=S(=O)(ON(c1ccccc1)S(=O)(=O)c1ccccc1)c1ccccc1
19) COC(=O)C1CCN(c2csc3ccc(Cl)cc3c2=O)CC1
20) COc1ccc(CN(C)C(=O)c2ccc(NS(=O)(=O)c3ccc4[nH]c(=O)[nH]c4c3)cc2)c(OC)c1
assay / compound	11	12	13	14	15	16	17	18	19	20
D1 agonist	4	0	3	1	2	3	2	4	3	1
D2 PAM	-6	0	0	7	0	5	-5	-20	7	-7
D1 antag	-10	5	2	-1	19	69	-2	-19	8	8
TRHR agonist	-0.9	1.3	1.5	0.8	0.3	-0.6	0.1	0.0	0.4	0.5
RXFP1 antag	-6	-26	-10	-2	-18	-22	-3	20	-15	8
TRHR enhancer	-5	7	1	5	2	8	-3	-4	3	-3
D2 ag	0.3	0.4	-0.7	-0.1	1.1	12	-0.3	-1.9	-0.8	1.1
D2 antag	6	-8	-6	-16	15	-8	-14	-14	x	9
D1 potentiator	-2	2	-10	3	-2	3	-4	-6	7	1

# Part of the list above, as tab-separated lines.
no.	Structure	D1 agonist	D2 PAM	D1 antag	TRHR agonist	RXFP1 antag	TRHR enhancer	D2 ag	D2 antag	D1 potentiator
16	Nc1nc(Nc2ccccc2)sc1C(=O)c1ccccc1	3	5	69	-0.6	-22	8	12	-8	3
12	Cc1ccc(-c2ccc(CCC(=O)O)n2NC(=O)c2ccc([N+](=O)[O-])cc2)cc1	0	0	5	1.3	-26	7	0.4	-8	2

# The list goes on:
21) COc1ccc(CCNC(=O)Cc2ccc3c(c2)OCO3)cc1OC
22) CCSc1nc(O)c(C(c2cccc(OC)c2)c2c(O)nc(SCC)[nH]c2=O)c(=O)[nH]1
23) CSc1ccc(CCNc2ncnc3onc(-c4ccc(Cl)cc4)c23)cc1
24) O=c1c2ccccc2sn1-c1cc(S(=O)(=O)N2CCOCC2)ccc1N1CCCC1
25) CC(NC(=O)c1cc([N+](=O)[O-])cc([N+](=O)[O-])c1)C1CC2CCC1C2 (stereo unspecified)
26) O=C(Cc1ccc(Br)cc1)Nc1cccc(-c2cn3c(n2)SCC3)c1
27) COc1ccc(S(=O)(=O)N2CCCC(C(=O)NCC3CCCO3)C2)cc1OC (stereo unspecified)
28) COc1cc(C(=O)Nc2ccncc2)c([N+](=O)[O-])cc1OC
29) Cc1nn(C)c(C)c1NC(=O)c1ccc(Br)o1
30) O=C(Cc1cccs1)N1CCN(S(=O)(=O)c2ccc(F)c(F)c2)CC1
assay / compound	21	22	23	24	25	26	27	28	29	30
D1 agonist	3	-1	15	90*	0	10	1	1	-2	3
D2 PAM	4	1	-7	7	3	-2	0	3	5	-8
D1 antag	-22	4	-18	4	14	-41*	2	-5	-30	-14
TRHR agonist	0.0	0.2	1.9	-1.4	-0.5	0.4	1.4	-0.2	0.3	-0.6
RXFP1 antag	20	-8	-20	-62*	-3	-27	-1	8	-16	-2
TRHR enhancer	-3	-4	-18	2	-2	-4	-3	-8	0	3
D2 ag	0.3	0.6	0.8	0.9	-0.8	7.2	-0.1	-0.7	-0.3	-0.4
D2 antag	-2	-8	x	-8	-3	19	12	-23	-1	-20
D1 potentiator	-8	-4	-6	0	-5	-13	-2	-3	-3	x

31) COc1ccccc1CNC(=O)CCC(=O)N1CCOc2ccc(C)cc21
32) COc1ccc(Br)cc1CN1CCN(C(=O)c2ccc(F)cc2)CC1
33) Cc1cc(/C=N/NC(=O)c2ccc(CN3CCOCC3)cc2)c(C)n1-c1ccccc1
34) CCn1nc(CC(=O)Nc2nnc(CC(=O)N3CCCCC3)s2)c2ccccc2c1=O
35) COc1cc(OC)cc(C(=O)Nc2cc(-c3nc4ccccc4s3)ccc2OC)c1
36) C/C=C(\C)CN1CCC(n2nccc2NC(=O)CCOc2ccccc2)CC1
37) Cc1nnc(SCC(=O)Nc2nc(-c3ccc(F)cc3)cs2)[nH]c1=O
38) Cc1c(C(=O)Oc2cccc3cccnc23)cccc1[N+](=O)[O-]
39) COC(=O)CN1C(=O)[C@H]2[C@@H](c3ccc(C)o3)N3C(=O)CN(CC4CC4)C(=O)[C@@]3(C)[C@H]2C1=O
40) Cc1cc(C(=O)N/N=C/c2cccn2C)n[nH]1
assay / compound	31	32	33	34	35	36	37	38	39	40
D1 agonist	1	2	7	4	0	6	4	2	0	3
D2 PAM	-8	2	x	12	0	8	-2	-11	3	-4
D1 antag	7	-9	-25	0	4	-1	-28	-5	5	17
TRHR agonist	-0.6	-0.8	-0.5	-0.5	1.9	-2.4	-0.7	-0.5	0.1	-1.2
RXFP1 antag	5	3	0	-11	-4	-12	-4	-22	x	-7
TRHR enhancer	-5	0	0	4	11	10	-4	4	-4	-5
D2 ag	-0.1	0.1	x	0.7	-0.2	-1.8	-0.4	-0.6	-0.4	-0.7
D2 antag	-9	10	x	-13	x	8	17	-4	20	-17
D1 potentiator	-8	-3	-21	11	-2	-2	-1	-3	0	-6

41) Cc1ccc(C(=O)N2CCCC(c3ccc(Cl)cc3)=N2)cc1
42) COc1ccc(Cn2c(=O)c3oc4ccccc4c3n(Cc3cccc(C(F)(F)F)c3)c2=O)cc1
43) O=C(O)CC1c2ccccc2CCN1C(=O)Nc1cc(Cl)ccc1Cl (stereo unspecified)
44) COC(=O)Cc1ccc(OCC(=O)Nc2ccc(OC(F)(F)F)cc2)cc1
45) CN1c2ccccc2N(C)C1(C)c1ccccc1
46) O=C(c1ccc(Br)cc1)N1CCC(c2nc3ccccc3s2)CC1
47) COCCCN(C(=O)c1ccccc1)c1nc(-c2ccc(OC)cc2)cs1
48) NN1C(=O)c2cccc3c(C(=O)O)ccc(c23)C1=O
assay / compound	41	42	43	44	45	46	47	48
D1 agonist	2	4	-1	10	18	22	8	3
D2 PAM	4	-2	0	-2	8	14	10	11
D1 antag	-12	7	0	-9	-5	-10	-9	1
TRHR agonist	-0.5	0.0	-0.6	-0.3	-1.9	-1.0	-2.2	-0.4
RXFP1 antag	-14	-9	12	-10	6	-13	2	-2
TRHR enhancer	17	-3	0	4	2	7	1	20
D2 ag	-0.6	x	0.0	0.7	-1.0	-1.9	0.8	0.5
D2 antag	-11	x	x	-1	9	x	3	10
D1 potentiator	-8	-4	1	-4	0	-1	-14	-1
